Bioassay records from PubChem BioAssay.
PAFAH1B2 FP inh = PAFAH1B2 enzyme inhibitors, primary screen, biochemical, fluorescence polarization, human; Platelet-activating factor acetylhydrolase IB subunit alpha2 (Homo sapiens), P68402; recombinant PAFAH1B2, FP-rhodamine activity probe; inhibition, % at 3.39 µM; 340,000 compounds, 1.2% hits; AID 492953, 2010;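 active = inhibition above the mean of all tested compounds plus 3 SD, cut at about 24% in these data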;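 note: 0% = enzyme with DMSO and 100% = wells lacking PAFAH1B2; many of its hits are not listed in these tables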
Target sequence (P68402 whole entry, looked up): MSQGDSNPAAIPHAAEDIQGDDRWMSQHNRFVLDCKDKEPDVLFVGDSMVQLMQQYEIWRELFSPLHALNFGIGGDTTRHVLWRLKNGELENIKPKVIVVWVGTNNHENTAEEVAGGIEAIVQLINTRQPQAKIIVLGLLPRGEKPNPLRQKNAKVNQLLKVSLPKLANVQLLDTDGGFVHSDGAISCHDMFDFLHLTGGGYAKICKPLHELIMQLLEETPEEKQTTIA
pPAFAH FP inh = pPAFAH enzyme inhibitors, primary screen, biochemical, fluorescence polarization, human | recombinant pPAFAH, FP-rhodamine probe fluorescence polarization | inhibition, % at 3.39 µM | 330,000 compounds, 1.5% hits | AID 463082, 2010;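 active = inhibition above the mean inhibition across the screen plus 3 SD, cut at about 25% in these data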;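 note: inhibitors block binding of the rhodamine activity-based probe so polarization drops; 0% = enzyme with DMSO and 100% = wells lacking pPAFAH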
Target sequence (Q13093 whole entry, looked up): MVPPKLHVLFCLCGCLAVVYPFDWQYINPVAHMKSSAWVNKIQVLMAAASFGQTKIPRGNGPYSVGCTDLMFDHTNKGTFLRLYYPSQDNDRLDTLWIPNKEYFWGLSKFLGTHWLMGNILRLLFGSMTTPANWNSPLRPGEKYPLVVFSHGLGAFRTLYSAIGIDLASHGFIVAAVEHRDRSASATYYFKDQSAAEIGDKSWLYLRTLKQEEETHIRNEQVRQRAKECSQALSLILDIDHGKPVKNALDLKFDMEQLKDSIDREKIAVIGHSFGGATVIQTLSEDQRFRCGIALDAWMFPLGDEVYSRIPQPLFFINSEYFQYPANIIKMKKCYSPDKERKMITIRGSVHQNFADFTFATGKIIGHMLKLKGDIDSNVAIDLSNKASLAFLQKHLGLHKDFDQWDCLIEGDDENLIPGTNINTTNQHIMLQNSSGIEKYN
LYPLA2 inh = LYPLA2 inhibitors, primary screen, counter-screen for PME1 inhibitor project, biochemical, fluorescence polarization, FP-Rh probe ABPP | inhibition, % at 5.9 µM | AID 2177, 2009 | Acyl-protein thioesterase 2 (Homo sapiens), O95372 | recombinant LYPLA2 | 320,000 compounds, 0.38% hits;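 active = inhibition above the screen-wide mean plus 3 SD, limit set per campaign, cut at about 26% in these data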;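 note: 0% = LYPLA2 with DMSO and 100% = wells lacking LYPLA2 enzyme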
GSTO1 inh = inhibitors of recombinant GSTO1, primary screen, counter-screen for RBBP9 inhibitor project, biochemical, fluorescence polarization; Glutathione S-transferase omega-1 (Homo sapiens), P78417; activity-based probe fluorescence polarization; inhibition, % at 5.96 µM; 300,000 compounds, 1.1% hits; AID 1974, 2009;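 active = inhibition above the campaign mean inhibition plus 3 SD, cut at about 35% in these data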;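 note: 0% = GSTO1-1 with DMSO and 100% = wells lacking GSTO1-1 enzyme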
PME-1 primary = PME-1 inhibitors via competitive probe labeling, primary screen, biochemical, fluorescence polarization, FP-Rh probe, HTS | Protein phosphatase methylesterase 1 (Homo sapiens), Q9Y570 | recombinant PME-1 | inhibition, % at 5.9 µM | 320,000 compounds, 0.53% hits | AID 2130, 2009;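 active = inhibition above the campaign mean of all compounds plus 3 SD, cut at about 26% in these data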;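 note: competitive labeling of PME-1 active site by serine hydrolase directed probe; 0% = PME-1 with DMSO and 100% = wells lacking PME-1 enzyme; inhibitors block probe labeling so polarization falls and inhibition rises; many of its hits are not listed in these tables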
LYPLA1 inh = LYPLA1 inhibitors, primary screen, counter-screen for PME1 inhibitor project, biochemical, fluorescence polarization, FP-Rh probe ABPP; Acyl-protein thioesterase 1 (Homo sapiens), O75608; AID 2174, 2009; inhibition, % at 5.9 µM; 320,000 compounds, 0.16% hits; recombinant LYPLA1;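 active = inhibition above the mean of all tested compounds plus 3 SD, set per campaign, cut at about 14% in these data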;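 note: inhibitors block serine hydrolase probe labeling of LYPLA1 so polarization falls; 0% = enzyme with DMSO and 100% = wells lacking LYPLA1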
Target sequence (O75608 whole entry, looked up): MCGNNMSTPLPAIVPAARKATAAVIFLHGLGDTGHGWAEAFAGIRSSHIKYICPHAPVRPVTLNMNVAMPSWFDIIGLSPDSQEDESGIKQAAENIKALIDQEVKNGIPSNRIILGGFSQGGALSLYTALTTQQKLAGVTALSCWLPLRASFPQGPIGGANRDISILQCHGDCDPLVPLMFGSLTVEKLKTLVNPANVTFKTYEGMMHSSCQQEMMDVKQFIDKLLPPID
PAFAH1B3 inh = PAFAH1B3 enzyme inhibitors, primary screen, biochemical, fluorescence polarization, human. recombinant PAFAH1B3, FP-rhodamine probe. inhibition, % at 3.39 µM. 340,000 compounds, 0.28% hits. AID 492972, 2010;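 active = inhibition above the screen-wide average of all tested compounds plus 3 SD, cut at about 25% in these data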;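 note: 0% = enzyme with DMSO only and 100% = wells lacking PAFAH1B3 protein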
PAFAH2 FP inh = PAFAH2 enzyme inhibitors, primary screen, biochemical, fluorescence polarization, human; recombinant PAFAH2, FP-rhodamine activity probe; inhibition, % at 3.39 µM; 340,000 compounds, 0.99% hits;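 active = inhibition above the mean over all tested compounds plus 3 SD, cut at about 30% in these data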;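 note: inhibitors block probe labeling of enzyme so polarization drops; 0% = enzyme with DMSO and 100% = wells lacking PAFAH2 protein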
PAD4 inh = human PAD4 inhibitors, primary screen, biochemical, fluorescence polarization, 1536-well format | Protein-arginine deiminase type-4 (Homo sapiens), Q9UM07 | recombinant PAD4, RCA probe fluorescence polarization | inhibition, % at 6.36 µM | 330,000 compounds, 0.41% hits;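 active = percent inhibition above a cutoff equal to the mean of all tested compounds plus 3 SD, cut at about 15% in these data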;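 note: 0% = PAD4 with RCA probe and DMSO and 100% = probe without PAD4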
Active calls of the source: *; x = not tested or not shown. Only part of the results is shown; the hit share may differ from the screen's.

mol,PAFAH1B2 FP inh,pPAFAH FP inh,LYPLA2 inh,GSTO1 inh,PME-1 primary,LYPLA1 inh,PAFAH1B3 inh,PAFAH2 FP inh,PAD4 inh
Cc1ccnc(NS(=O)(=O)c2ccc(NC(=O)Cc3ccc(F)cc3)cc2)n1,-31,17,-3,-1,-2,-2,-43,-46,-1
CCn1c(-c2ccccc2)c[nH]c1=S,8,3,5,4,-4,1,12,5,-2
COc1ccc(C(=O)OCC[N+]2(C)CCOCC2)cc1,0,7,4,5,-4,5,6,1,-5
Cc1ccc(N(C(=O)c2ccc(S(=O)(=O)N3CCOCC3)cc2)C2C=CS(=O)(=O)C2)cc1C (stereo not given),-3,-4,0,7,7,2,4,-2,-8
CCCOc1ccc(C(=O)NC(=S)N2CCN(c3cc4c(cc3F)c(=O)c(C(=O)O)cn4CC)CC2)cc1,1,-3,2,-3,0,-3,3,3,-4
COc1ccccc1-c1c(-c2ccc(OCC(=O)NN)cc2O)n[nH]c1C(F)(F)F,2,-3,-12,1,-5,-7,4,-6,2
COc1ccc(C)cc1S(=O)(=O)N(C)CC(=O)N1CCC(C(N)=O)CC1,1,4,3,3,-4,-2,7,-3,-2
CC(=O)Nc1ccc(S(=O)(=O)N2CCc3cc4c(cc3C2)OCCCO4)cc1,-2,-7,-10,-12,1,-3,1,-6,1
CC1CCCN(C(=O)C2CCCN(S(=O)(=O)c3cccc4nsnc34)C2)C1 (stereo not given),2,3,-1,1,4,-1,7,4,4
Cc1ccc(-n2c(C)nnc2SCC(=O)N(C)c2c(N)n(Cc3ccccc3)c(=O)[nH]c2=O)cc1,3,-8,1,x,-2,0,11,-13,-3
O=C(OCC(=O)N1CCc2ccccc2C1)c1cccs1,10,4,6,-1,6,4,2,27,-1
CCOC(=O)CSC1=C(C#N)C(c2ccccc2OCC)C(C(=O)OCC)C(=O)N1 (stereo not given),8,1,-3,3,-1,-4,2,-2,-2
Cc1csc(CNc2ncnc3ccc(-c4cccnc4)cc23)c1,1,3,x,x,x,x,-4,-3,-1
COc1ccccc1NC(=O)c1ccc(S(=O)(=O)N2CCOCC2)cc1,4,2,12,2,-3,3,3,-5,-7
Cc1cc(Oc2ccccc2)nc(SCC(N)=O)n1,0,5,1,5,-7,-5,8,0,5
Cc1ccc(C)c(NC(=O)CCc2ccc(S(=O)(=O)NC3CCCCC3)cc2)c1,-1,13,-5,5,9,-1,7,1,-2
Cc1cc(N2CCN(C)CC2)n2cc(-c3ccc(F)cc3)nc2n1,2,-5,5,1,-4,-1,1,0,4
O=C(O)COc1c(Cl)cc(/C=C2\NC(=O)NC2=O)cc1Br,-5,-3,4,-2,0,-1,9,-4,2
COc1ccc(NC(C)=O)cc1NC(=O)c1ccc(C#N)cc1,0,3,2,10,0,2,1,-6,2
O=C(Nc1ccccc1)C1=C[C@H](c2ccc(Br)cc2)C[C@H](OCc2ccc(CO)cc2)O1,-3,1,-13,-8,-8,-10,0,-11,-1
O=C(CN(CC1CCCO1)C(=O)CCC(=O)Nc1nccs1)NCC1CCCO1 (stereo not given),-6,-1,-12,1,-8,-1,-7,-1,-2
NC(=S)Nc1ccc(F)c(F)c1F,-1,0,1,3,6,1,5,6,1
CSc1ncccc1C(=O)Nc1nc2c(C)cccc2s1,6,-3,-3,-4,8,-5,11,-8,-2
COc1cc(C(=O)N(Cc2ccccc2)c2cccc(C)c2)ccc1OC(F)F,4,0,-3,-1,6,3,6,-1,-1
Cc1cc(-c2nc3ncccc3o2)ccc1NC(=O)CC(C)C,3,0,5,4,-2,1,-1,5,-4
Cc1ccc(N(CC(=O)NC(C)(C)C)C(=O)CCC(=O)Nc2nccs2)cc1C,7,7,4,7,0,4,19,1,0
Cc1ccc(/C(N)=N/OC(=O)COc2ccc(Cl)c(C)c2)cc1,-4,1,-8,2,-5,-6,-12,-3,1
Cc1ccc(CNC(=O)Cn2cccc2)cc1,6,3,0,7,1,6,9,0,2
CCOC(=O)C1=C(C)NC(C)=C(C(=O)OCC)C1c1ccc(O)cc1,3,3,-1,3,-1,1,2,4,-4
CN(CC(=O)Nc1ccc(F)cc1)C(=O)c1ccc(OCc2cn3ccccc3n2)cc1,3,-3,x,x,x,x,-2,2,-4
OC(COc1ccc(F)cc1Cl)CN1CCc2ccccc2C1 (stereo not given),1,8,0,-1,-2,-3,-4,-8,3
CC1CCCCC1NC(=O)NC(=O)COC(=O)c1nccnc1N (stereo not given),3,1,x,x,x,x,11,-7,-5
Cc1cc(C)cc(Oc2coc3cc(OC(=O)c4cccs4)ccc3c2=O)c1,0,5,29*,17,-1,2,5,-7,-1
CCOC(=O)C(/C=C(\C#N)C(=O)OCC)=C(/N)N1CCN(c2ccc(OC)cc2)CC1,-3,1,8,-1,1,3,-1,-4,-6
c1ccc(-c2cnnc(N3CCOCC3)n2)cc1,7,9,-5,-1,3,-2,0,6,-3
Cc1ncoc1C(=O)N1CCc2c([nH]c3ccccc23)C1C1CCCCC1 (stereo not given),8,5,-2,-4,-1,-2,3,3,2
Cc1cc(OCC(=O)Nn2cnnc2)ccc1Br,6,2,-5,7,4,-1,-8,3,2
Cc1ccnc(-n2c(CCN3C(=O)c4ccccc4C3=O)nc3ccccc3c2=O)c1,5,3,5,0,-1,0,12,-5,-3
CCCCNC(=S)N/N=C/c1ccc(OCC(=O)Nc2c(C)cc(C)cc2C)c(OC)c1,0,-3,-4,-6,2,0,-6,4,-2
O=C(COC(=O)CNC(=O)c1ccc(Cl)cc1Cl)NCC1CCCO1 (stereo not given),6,12,-8,-7,3,-1,3,6,-6
c1ccc(N2CCN(c3nc(NCc4ccco4)c4ccccc4n3)CC2)cc1,2,6,-3,-4,7,-3,12,3,-1
O=C1C=C(NCCNc2c(F)c(F)c(CO)c(F)c2F)CCC1,3,4,2,10,2,1,1,0,3
COC(=O)CC(CP(=O)(O)CN(C)C=O)C(=O)OC (stereo not given),2,1,0,6,-6,4,-2,3,-5
CN(NC(=O)c1ccc(Cl)cc1)c1nc(-c2ccccc2)nnc1C(F)(F)F,-1,0,-2,-5,-7,-3,-7,-5,-5
Cc1nnc(NC(=O)C2CCCN(S(=O)(=O)Cc3ccccc3)C2)s1 (stereo not given),4,-1,2,-9,1,-3,-4,1,0
CCN1CCN(CCCNC(=O)c2cc3cc4ccc(OC)cc4nc3o2)CC1,3,5,13,4,3,3,10,6,0
CC(=O)Nc1sc(N/N=C\c2ccccc2)nc1-c1cccs1,-3,6,-3,9,1,-8,6,-1,-2
COCCNC(=O)C(c1ccc(C)o1)N(C(=O)c1snc(C(N)=O)c1N)c1ccc(C)c(C)c1 (stereo not given),0,6,0,-3,9,-6,-1,-4,-3
S=C(NCCC1=CCCCC1)NCc1ccco1,3,-2,-6,6,0,-6,-3,3,5
CC(C)(C)c1cc(OC(=O)c2ccncc2)ccc1O,2,3,5,4,2,4,-2,1,-2
CCn1c(=O)c2cc(C(=O)N(C)CC(OC)OC)sc2c2ccccc21,6,2,-1,-6,1,0,8,5,-1
Cc1cc(Cl)ccc1NC(=O)Cn1cncn1,0,-1,-3,1,3,2,-5,-4,2
CC(=O)c1ccc(Sc2nnnn2-c2ccccc2)c([N+](=O)[O-])c1,3,-2,6,13,2,-3,-7,10,17*
Cc1nnc(Sc2cc(C(=O)NCc3ccco3)c3ccccc3n2)s1,1,4,3,-1,4,1,3,6,-5
CCOC(=O)c1ccc(NC(=O)COc2ccccc2CNCCc2ccccc2)cc1,3,-2,-3,-4,5,-2,19,-2,-2
Cc1ccc2nc(C3CCCN3Cc3nc(CCC(C)C)no3)[nH]c2c1 (stereo not given),23,-1,2,-2,-4,1,7,5,-1
O=C(O)c1cccc(CSc2nnc(-c3ccc(Cl)cc3)o2)c1,2,1,8,-2,-1,-1,7,-1,-2
COc1ccc(SCCc2nnc(-c3ccccc3)o2)cc1,7,3,7,0,-7,0,3,-4,4
CSc1ccc(C(=O)C2CCCN(C(=O)c3cc(C)n(C)n3)C2)cc1 (stereo not given),4,5,0,1,-1,2,-3,-8,0
CCOC(=O)c1c(-c2ccc(C)o2)csc1NC(=S)NC(=O)c1ccccc1Br,-8,-3,-27,0,-40,-18,-19,-17,-4

Remaining list, next part
mol,PAFAH1B2 FP inh,pPAFAH FP inh,LYPLA2 inh,GSTO1 inh,PME-1 primary,LYPLA1 inh,PAFAH1B3 inh,PAFAH2 FP inh,PAD4 inh
Cc1cc(Cl)ccc1C(=O)C1CCCN(C(=O)c2cccc(N3CCCC3=O)c2)C1 (stereo not given),4,8,2,0,13,2,7,3,-6
CCOC(=O)c1c(NC(=O)CSc2nnc(-c3c[nH]c4ccccc34)n2CC)sc2c1CCCC2,3,-5,0,-1,-3,-3,-9,8,-6
COc1cc(C(=O)NCCSc2ccc(Br)cc2)cc(OC)c1OC,18,-3,-3,-7,2,-2,4,-4,-4
Cc1cccc(NC(=O)C2CCN(C(=O)c3ccc(Cl)cc3)CC2)n1,4,6,3,7,-3,-4,3,4,0
CCCCN(C)C(=O)Cn1nc(Cc2ccncc2)c2ccccc2c1=O,6,1,5,-4,3,-2,7,-1,1
CSc1cccc(NC(=S)N(CCCN2CCCC(C)C2)Cc2cccs2)c1 (stereo not given),0,-7,5,3,-7,-2,0,5,-1
CC#CCCCC(=O)Nc1ccc(C(=O)O)cc1,0,-5,8,6,-8,0,4,-1,-6
COc1ccc(-c2cc(C)no2)cc1S(=O)(=O)Nc1cccc(CN2CCCC2)c1,-4,5,-2,4,-6,1,15,-3,-3
O=[N+]([O-])c1ccc(N2CCN(CCO)CC2)cc1Sc1nc2ccccc2[nH]1,3,4,7,0,14,0,9,6,0
O=C(Nc1cc(C(F)(F)F)ccc1Cl)c1cc2nc3c(c(C(F)(F)F)n2n1)CCCC3,2,8,-2,10,1,-3,13,-3,2
Cc1ccnc(NC(=O)CCc2c(C)nc3ncnn3c2C)c1,-2,-2,-1,-1,-2,0,7,6,0
CSc1ccc(Cl)c(C(=O)NC2CCCC2)c1,0,6,0,-4,1,1,3,6,4
Cc1nnc(SCC(=O)NC2CCCCC2)s1,0,1,6,0,1,2,1,-2,1
O=[N+]([O-])c1ccc(CN2CCN(c3ccc(Cl)cc3)CC2)o1,8,-1,4,8,1,-1,1,3,3
COc1ccc(C2NC(=O)C(=O)/C2=C(\O)c2ccc(Cl)cc2)cc1OC (stereo not given),6,4,4,-6,5,0,2,-2,0
COc1ccc2c(c1OC)C(=O)OC2Nc1ccccn1 (stereo not given),4,1,10,0,-1,2,9,-2,-1
O=C(Nc1ccc(Cl)cc1)N1CCCN(Cc2ccccc2F)C1,-1,-2,0,-1,1,-2,2,3,-3
